# Abeta yeast res: restores growth of yeast expressing A-beta42 peptide; yeast expressing A-beta42, growth rescue, OD600, 48 h; response scale: 0% DMSO, 100% iron-clioquinol control; Potency, µM (doses to about 46.1 µM), for inactives: at the top dose growth rescue, most hits filed as activators; hit rate 0.063% among 410,000; also: potency is read from the fitted curve at half-maximal effect; nearly all actives have a fitted effect of over 55% in size
#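 Growth rescue measured by 600 nm absorbance after 48 h yeast culture at 30 C with compound. Values normalized between DMSO and an equimolar ferric chloride plus clioquinol control.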
# Nrf2 block: Nrf2 pathway inhibition; Potency, µM (series often up to 46 µM), for inactives: top-dose activity change, negative = inhibition, hits mostly inhibitors; hit rate 2.1% among 360,000; AID 504444; A549 ARE-Fluc reporter, luciferase luminescence, 18-24 h; also: potency is read from the fitted curve at half-maximal effect; % is scaled to controls: 0 for no effect and ±100 for the full control effect; nearly all actives have a fitted effect of over 60% in size
#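 In this cell-based qHTS, ARE-driven firefly luciferase in A549 cells reports Nrf2 activity; the luminescent signal after BugLite lysis is the measured value, with a prior CellTiter-Fluor read for cell health.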
# Akt phos inh: blocks phosphorylation of Akt; hit rate 0.32% among 360,000; Neuro2A IGF-stimulated pAkt S473 HTRF, 20 min; active compounds read low; activity change, % for hits at 50 µM; in the data active = activity change below about -80%; inconclusive = mostly about -51% to -80%; also: % is scaled to controls: 0 for no effect and ±100 for the full control effect
#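 Single-point screen (50 µM final compound) in Neuro2A cells stimulated 20 min with 6 nM IGF at 37 deg C. After lysis, Ser473-phosphorylated Akt read by HTRF (ex 330 nm, em 615/665 nm) as the 665/615 ratio.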
# HepG2 tox: kills HepG2 cells in TGF-b inhibitor counter-screen; hit rate 0.76% among 410,000; HepG2 CAGA-GFP viability, ATP luminescence, 18 h; Potency, µM (series often up to 46.1 µM), for the others: at the highest dose activity change, negative = cytotoxicity, hits mostly cytotoxic; also: potency is read from the fitted curve at half-maximal effect; some results filed as inactive show a strong effect at the top dose
#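 CellTiter-Glo luminescence gave cytotoxicity after 18 hours at 37 degrees C. The cells were HepG2 CAGA-GFP in 1% FBS DMEM, stimulated with 500 pg/mL TGF-beta after compound addition. %Activity was normalised to no-cell wells (complete cell-killing) and DMSO (no toxicity), and curves were fitted and classified.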
# Nrf2 activator: activators of Nrf2 (ARE) signaling. hit rate 0.31% among 410,000. AREc32 ARE-luciferase reporter (MCF7-derived line), luminescence, 24 h. AID 624171. Potency, µM (top dose mostly 46.1 µM), for the others: at the highest dose activation, hits mostly activators; also: potency is read from the fitted curve at half-maximal effect; % of control where 0% means no effect; nearly all actives have a fitted effect of over 65% in size
#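 ARE-driven firefly luciferase activity in AREc32 cells measured after a 24 hr compound exposure at 37 deg C, using Steady-Glo reagent and a 30 min room-temperature hold.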
# TGFb inhibitor: blocks TGF-b signaling. Potency, µM (highest dose often 46.1 µM), for the others: at the highest dose activity, negative = inhibition, hits mostly inhibitors. AID 588855. hit rate 1.2% among 410,000. HepG2 CAGA-GFP TGF-b/SMAD3 reporter, GFP fluorescence, 18 h; TGF-beta stimulated, 500 pg/mL final; also: potency is read from the fitted curve at half-maximal effect; % is scaled to controls: 0 for no effect and ±100 for the full control effect; nearly all actives have a fitted effect of over 65% in size
#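 Per well, imaged GFP fluorescence of HEPG2 CAGA-GFP cells gives the signal; cells get compound, then TGF-beta (500 pg/mL final), 18 h at 37 degrees C; %Activity versus -TGF-beta and +DMSO controls.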
# CCT modulator: changes cytosolic chaperonin activity | activity change, % (test concentration not listed), hits read low | purified chaperonin ATPase assay, HTRF ADP detection, 30 min | hit rate 0.3% among 360,000 | AID 651819; in the data active = activity change below about -30%; also: % is scaled to controls: 0 for no effect and ±100 for the full control effect
#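 First, chaperonin was dispensed at 40 nM or 20 nM final depending on batch activity. Next, compounds were pinned at 76 uM and ATP added at 10 uM. After 30 min at 37 °C, ADP detection reagents ran 30 min at ambient temperature.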
# A549 tox: kills or reduces viability of A549 cells in Nrf2 counter-screen | AID 504648 | Potency, µM (series often up to 46 µM), for inactives: top-dose activity change, negative = cytotoxicity, actives largely listed as inhibitors | A549 ARE-Fluc cells, CellTiter-Fluor viability, 18-24 h | hit rate 0.16% among 390,000; also: potency is read from the fitted curve at half-maximal effect; % is scaled to controls: 0 for no effect and ±100 for the full control effect
#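 A549 ARE_Fluc cells in 5% FBS OPTI-MEM were exposed to compounds in concentration-response for 18-24 h at 37 deg C. Viability was read by CellTiter-Fluor fluorescence (Ex 405/Em 525) after 30 min, before the luciferase read.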
# Mm-Cpn inhibitor: inhibitors of Methanococcus maripaludis chaperonin (MmCpn) | hit rate 0.031% among 330,000 | Potency, µM (highest dose often 76.9 µM), without a hit: at the top dose activity, negative = inhibition, most hits filed as inhibitors | purified Mm-Cpn ATPase, ADP Transcreener TR-FRET; also: potency is read from the fitted curve at half-maximal effect; % is scaled to controls: 0 for no effect and ±100 for the full control effect; nearly all actives have a fitted effect of over 80% in size
#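 Measured: ADP formation by purified Mm-CPN. Conditions: 25 nM protein, 10 uM ATP, Tris pH 7.4 with Mg2+, K+ and DTT, 37°C for 30 min. Detection: Transcreener HTRF after 30 min at room temperature.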
# Active calls of the source: *; i = inactive; ? = inconclusive; . = not tested or not shown; [ ] = remark or other dose. Unless noted, calls follow the shape of the dose curve; as a rule, active = well fitted curve in the direction sought with a large enough effect; inconclusive = small, poorly fitted or top-dose-only effect, or another doubt; inactive = no such curve, though single readings can be large; an effect the other way counts as inactive or inconclusive.
# Values run as follows: A549 tox	Mm-Cpn inhibitor	Nrf2 activator	TGFb inhibitor	HepG2 tox	Akt phos inh	Nrf2 block	CCT modulator	Abeta yeast res
O=C(Nc1ccc(Cl)cn1)c1ccc([N+](=O)[O-])o1
 : -13%	2%	6.1%	11µM*	18µM*	i	?	-1.8	-92%[inhibitor]
CCOC(=O)CSc1nnc(Cn2nnc3ccccc32)n1-c1ccc(F)cc1
 : 1%	2%	0.0%	-4%	14%	i	1%	-0.5	5%
COC(=O)c1c(C)[nH]c(C(=O)OCC(=O)N(CC(C)C)c2c(N)n(Cc3ccccc3)c(=O)[nH]c2=O)c1C
 : -6%	2%	3.4%	-24%	-9%	i	?	0.4	8%
Cc1ccc(S(=O)(=O)N2CCCC(C(=O)NCc3ccccc3F)C2)cc1 (stereo not given)
 : 1%	1%	-0.2%	4%	12%	i	-4%	-0.7	0%
Cn1c(=O)oc2cc(S(=O)(=O)N3CCC4(CC3)OCCO4)ccc21
 : -4%	-1%	-0.1%	-12%	-24%	i	-3%	1.7	2%
Cc1ccc(S(=O)(=O)N(C)C)cc1NC(=O)Nc1ccccc1
 : -4%	1%	-0.2%	-3%	3%	i	-2%	1.9	-12%
CC(=O)N1c2ccc(C)cc2C(c2ccccc2)CC1C (stereo not given)
 : 0%	2%	9.5%	-29%	-19%	i	-29%	1.9	6%
CSCCC(NC(=O)c1ccco1)C(=O)Nc1cc(C)ccn1 (stereo not given)
 : -6%	3%	-0.4%	-2%	-2%	i	?	-1.1	11%
COc1ccccc1-c1nnc(SCC(=O)Nc2ccc3[nH]c(=O)[nH]c3c2)n1N
 : -2%	-4%	0.5%	4%	0%	i	1%	0.8	-19%
Cc1cc(C)c(S(=O)(=O)N2CCCC(C(=O)N3CCOCC3)C2)c(C)c1 (stereo not given)
 : 0%	-2%	-0.1%	0%	-14%	i	-10%	-5.3	6%
COc1ccc(-c2csc(Cc3nnc4n3CCCCC4)n2)cc1
 : -7%	0%	0.1%	-6%	-15%	i	-21%	0.0	4%
COC(=O)C(=C/C(C)=C/c1cccnc1)C(=O)OC
 : -10%	-1%	-0.2%	?	-46%	i	?	6.5	-34%[inhibitor]
CCN(CC)c1ccc(S(=O)(=O)N2CCOCC2)cc1NC(=O)COC(=O)/C=C/c1ccco1
 : 0%	.	5.6%	5%	-5%	i	7%	-3.7	-6%
Cc1noc(C)c1C(=O)NCc1cccs1
 : 28%	1%	0.9%	7%	3%	i	3%	2.2	-8%
Cn1c(=O)[nH]c(=O)c2c1nc(SCCC(=O)O)n2Cc1cccc(Br)c1
 : -1%	0%	1.2%	3%	5%	i	-3%	1.8	-12%
O=C(CN1C(=O)NC2(CCCC2)C1=O)Nc1ccc(F)c(F)c1F
 : -6%	1%	-0.6%	-1%	-4%	.	2%	-1.8	21%
O=C(NCC1CCCO1)c1ccc(-c2cccc(C(F)(F)F)c2)o1 (stereo not given)
 : -2%	0%	0.1%	-18%	-6%	i	12%	1.5	-8%
Cn1c(SCc2cc(=O)[nH]c3ccccc23)nnc1-c1ccc(Br)cc1
 : 2%	0%	-0.2%	-3%	-2%	i	-4%	-2.2	14%
Cc1ccc2nc(COC(=O)c3ccc(Cl)nc3)cc(=O)n2c1
 : -6%	-2%	2.3%	-3%	-16%	i	3%	-3.4	-25%
Cc1ccc(NC(=O)CCC(=O)NNS(=O)(=O)c2ccc(Cl)cc2)cc1C
 : -14%	0%	-0.1%	0%	-17%	i	-23%	0.8	-6%
CS(=O)(=O)N1CCCC(C(=O)Nc2ccccc2Cl)C1 (stereo not given)
 : -2%	1%	-0.7%	19%	14%	i	-5%	1.8	-4%
Cc1nc2ccccc2n1S(=O)(=O)c1cc(C(=O)O)ccc1Cl
 : -1%	?	-1.1%	-6%	6%	i	-6%	-0.2	-5%
CCCCc1nc(SCC(=O)N2CCCCC2)c2c(=O)n(C)c(=O)n(C)c2n1
 : -9%	-2%	-0.4%	?	-34%	i	-7%	-0.7	2%
CCOc1ccccc1N(CC(=O)Nc1ccccc1C(=O)N1CCCC1)S(C)(=O)=O
 : 0%	-2%	0.1%	-2%	-44%	i	-2%	0.2	-2%
CCOc1ccc(NS(=O)(=O)c2cc(C)c(C)cc2C)cc1
 : 0%	2%	9.2%	?	-68%	i	-10%	0.8	-15%
CN(C)C1(CNC(=O)c2cccc(S(=O)(=O)Nc3ccc(Br)cc3)c2)CCCCC1
 : -14%	1%	-0.6%	0%	-20%	i	9%	-1.0	15%
Nc1cc(-c2nc3ncccc3o2)ccc1Cl
 : -1%	-4%	17%	-9%	-4%	i	?	-1.6	-2%
O=[N+]([O-])c1ccc(Cl)c(CN2CCN(c3ncccn3)CC2)c1
 : -1%	-1%	-0.9%	-13%	10%	i	?	-2.9	-5%
CN1CCc2cc(O)c(O)cc2C(c2ccccc2)C1 (stereo not given)
 : 8%	0%	-1.2%	-20%	-4%	i	-1%	0.1	-16%
CCN(CC)C(=O)CSc1nc(O)cc(=O)n1C
 : -2%	0%	-0.5%	-27%	3%	i	8%	-3.4	-3%
CCN(C(=O)COC(=O)c1ccccc1Cc1ccccc1)c1c(N)n(Cc2ccccc2)c(=O)[nH]c1=O
 : 1%	.	0.3%	?	-10%	i	?	-0.3	1%
COc1ccccc1/C=C1\N=C(C(C)(C)C)OC1=O
 : 10%	-1%	-0.4%	0%	-20%	.	0%	0.3	-11%
CCOC(=O)C1CCN(C(=O)CCc2c(C)nc3c(-c4ccc(F)cc4)c(C)nn3c2C)CC1
 : -5%	-9%	-0.4%	-11%	-24%	i	16%	1.1	3%
Cc1cccc(CSCCNC(=O)c2ccc(N(C)S(=O)(=O)c3ccccc3)cc2)c1
 : -4%	0%	-0.1%	-14%	-17%	i	?	3.4	4%
Cc1ccc(-c2c[n+](CC(=O)Nc3ccccc3C)c3n2CCC3)cc1
 : 6%	-4%	-0.5%	-2%	0%	i	2%	2.5	10%
Cc1ccc([N+](=O)[O-])cc1NC(=S)NC(=O)C(C)(C)C
 : -2%	-7%	5.8%	?	-26%	i	-10%	-1.4	?
Cc1cc(=O)oc2c(C)c(OC(=O)c3ccco3)ccc12
 : -1%	.	0.4%	5%	7%	i	8%	-1.5	19%
O=c1oc(=S)oc2c1[C@H](c1ccc(Cl)cc1)O[C@H](C1CCCC1)C2
 : .	.	-0.4%	.	.	i	.	0.4	-5%
Cc1cc(C)nc(SCCn2c(N3CCCCC3)nc3c2c(=O)n(C)c(=O)n3C)n1
 : -3%	0%	-0.5%	7%	11%	i	3%	-3.5	-3%
Cc1cccc(N2CCN(Cc3nc(C4CC4)no3)CC2)n1
 : 1%	1%	-0.3%	-3%	1%	i	11%	-1.8	5%
CC(=O)c1ccc(N2CCN(S(=O)(=O)c3c(C(=O)N4CCCC4)c(C)n(C)c3C)CC2)cc1
 : 11%	0%	0.3%	19%	-5%	i	4%	-0.4	2%
CCOC(=O)N1CCC(NC(=O)c2ccc(CS(=O)(=O)c3c(Cl)cccc3Cl)o2)CC1
 : 1%	2%	2.1%	-3%	-15%	i	-16%	-1.4	-14%
COc1ccc(CCNc2ccc(S(=O)(=O)N3CCN(C)CC3)cc2[N+](=O)[O-])cc1
 : -5%	-1%	0.5%	-15%	-15%	i	6%	1.9	8%
Cc1c(C(=O)N(C)CC(=O)Nc2cccc(F)c2)oc2c(Cl)cccc12
 : -5%	1%	2.0%	1%	0%	i	-5%	0.5	16%
CCc1ccc2oc(=O)cc(CN(C)Cc3ccccc3)c2c1
 : 5%	0%	2.9%	-7%	-20%	.	-6%	-1.9	20%
O=C(NCCc1cn2ccccc2n1)C1CCCCC1
 : ?	-1%	0.2%	-1%	-2%	i	16%	-1.4	3%
COc1ccc(S(=O)(=O)NCCSCc2cccc(C)c2)cc1Br
 : -15%	1%	-0.5%	-27%	-33%	i	?	-2.5	12%
CCn1c(SCC(=O)NC2CC2)nc2ccccc21
 : .	.	0.4%	-4%	-3%	i	.	0.2	6%
COc1cc(OC)c(C(=O)COc2ncnc3ccccc23)c(OC)c1
 : -1%	-1%	-0.5%	-1%	5%	i	-9%	-5.6	-12%
Cc1cc(Cl)ccc1NC(=O)c1ccc2c(c1)OCO2
 : -15%	1%	4.2%	1%	-8%	i	?	-1.8	4%
Cc1ccc(C(=O)Cn2nc(C)c([N+](=O)[O-])c2C)c(C)c1
 : 3%	-3%	-0.4%	-1%	27%	i	27%	-6.5	20%
O=C(Nc1ccc(Cl)cc1)OCc1cc(-c2ccccc2Cl)on1
 : -2%	1%	-0.8%	7%	9%	i	?	-0.1	-8%
O=C(Nc1ccccc1)OC1CCC2CC1CCC2OC(=O)Nc1ccccc1 (stereo not given)
 : -15%	-1%	3.1%	?	4%	i	?	3.1	7%
Cc1cccc(N(C)C(=O)CCNS(=O)(=O)c2ccc3c(c2)CCN3C(=O)C2CC2)c1
 : 10%	.	4.1%	-4%	-19%	.	.	.	-5%

# Three compounds from above, sorted by their value in Nrf2 block, rising.
molecule	Nrf2 block
COc1cc(OC)c(C(=O)COc2ncnc3ccccc23)c(OC)c1	-9%
O=C(NCCc1cn2ccccc2n1)C1CCCCC1	16%
Cc1ccc(C(=O)Cn2nc(C)c([N+](=O)[O-])c2C)c(C)c1	27%

# Compound activity from PubChem BioAssay.

# Random draw from the library; any-hit rate near 4.3%.
